Bioassay records deposited in PubChem by several laboratories.
ANO1 activ = TMEM16A chloride channel activators or potentiators, primary screen, cell-based, HTS | Anoctamin-1 (Mus musculus), Q8BHY3 | B-score at 10 µM | HEK293 TMEM16A/YFP-H148Q/I152L, iodide quench fluorescence; active compounds read low | 0.3% of 340,000 active | AID 623877, 2012;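 active = fluorescence-ratio B-score plate-corrected deviation score at least 3 library SD below zero, with starting fluorescence score within 5 deviations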;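 also: channel opened by trigger with iodide after compound preincubation; score built on the fluorescence ratio of max minus min over baseline; more negative score means more quench and so TMEM16A activation or potentiation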
KCNK9 inh = KCNK9 potassium channel inhibitors, primary screen, HEK293 cells, thallium flux; FluxOR thallium flux fluorescence; active compounds read low; Potassium channel subfamily K member 9 (Homo sapiens), Q9NPC2; B-score at 10 µM; 1.2% of 310,000 active; AID 488922, 2010;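 active = ratio B-score over 3 SD below the library mean, with starting fluorescence within 5 SD of its mean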;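 also: negative B-score means less thallium flux so channel inhibition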
Target sequence (Q9NPC2 whole entry, looked up): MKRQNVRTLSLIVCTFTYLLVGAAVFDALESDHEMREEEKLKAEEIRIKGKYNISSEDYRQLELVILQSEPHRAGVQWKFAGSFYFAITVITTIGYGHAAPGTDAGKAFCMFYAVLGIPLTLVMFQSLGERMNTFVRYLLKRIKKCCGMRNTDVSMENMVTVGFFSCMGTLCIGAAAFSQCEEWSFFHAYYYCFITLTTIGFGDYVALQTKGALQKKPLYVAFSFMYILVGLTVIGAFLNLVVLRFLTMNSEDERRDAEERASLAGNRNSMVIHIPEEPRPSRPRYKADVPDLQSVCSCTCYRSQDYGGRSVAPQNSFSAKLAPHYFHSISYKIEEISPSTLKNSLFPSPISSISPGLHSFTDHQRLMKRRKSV
KCNQ1 block = inhibitors of human KCNQ1 channel, primary screen, cell-based, thallium flux, high-throughput; Potassium voltage-gated channel subfamily KQT member 1 (Homo sapiens), P51787; CHO-K1 KCNQ1, FluxOR thallium flux fluorescence; active compounds read high; B-score at 10 µM; 1.3% of 310,000 active;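 active = compounds whose thallium flux B-score, printed positive for inhibition, exceeds three library SD while starting fluorescence stays within three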;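 also: channel opened by potassium depolarization with thallium stimulus after 20 min compound exposure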
KCNQ1 act = potentiators or activators of KCNQ1 channel, primary screen, cell-based, thallium flux, high-throughput. Potassium voltage-gated channel subfamily KQT member 1 (Homo sapiens), P51787. CHO-K1 KCNQ1, thallium flux FluxOR fluorescence; active compounds read high. B-score at 10 µM. 0.35% of 310,000 active. AID 2648, 2010;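 active = fluorescence ratio B-score, a plate-corrected score, at least three library SD, with initial intensity B-score within 5 SD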
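Assay system: CHO-K1 cells stably expressing KCNQ1; Medium: assay buffer with matched DMSO; Also added: K+/Tl+ depolarizing stimulus; Dosing: single dose; Timing: dye 90 min, compound 20 min, room temperature; Measured by: kinetic FluxOR thallium fluorescence, 10-s 1-Hz baseline, 110-s post-stimulus read; Read-out: peak-minus-minimum fluorescence over initial fluorescence, negative-control normalized, B-scored.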
KCNK3 block = human KCNK3 channel inhibitors, primary screen, CHO cells, FluxOR thallium flux, B-score | 0.84% of 340,000 active | B-score at 10 µM | Potassium channel subfamily K member 3 (Homo sapiens), O14649 | FluxOR fluorescence; active compounds read low;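 active = B-score under library mean minus 4 SD, starting fluorescence ratio at most library mean plus 5 SD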;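 also: more negative B-score means stronger inhibition of thallium flux through KCNK3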
Target sequence (O14649 whole entry, looked up): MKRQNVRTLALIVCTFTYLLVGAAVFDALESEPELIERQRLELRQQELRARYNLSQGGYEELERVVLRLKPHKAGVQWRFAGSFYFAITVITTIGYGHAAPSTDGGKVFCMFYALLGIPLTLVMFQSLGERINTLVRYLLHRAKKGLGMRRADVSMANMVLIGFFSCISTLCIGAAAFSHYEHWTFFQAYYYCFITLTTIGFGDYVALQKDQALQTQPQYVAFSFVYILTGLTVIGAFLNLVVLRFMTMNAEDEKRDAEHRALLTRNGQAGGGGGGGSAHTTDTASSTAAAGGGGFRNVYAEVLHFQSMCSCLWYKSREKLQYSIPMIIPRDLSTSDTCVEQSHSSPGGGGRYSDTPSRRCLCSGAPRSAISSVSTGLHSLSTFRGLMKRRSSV
TMEM16A inh = TMEM16A chloride channel inhibitors, primary screen, cell-based, HTS; Anoctamin-1 (Mus musculus), Q8BHY3; HEK293 TMEM16A/YFP iodide influx fluorescence, ionomycin; 1.2% of 310,000 active; normalized B-score (activity score, 25-100; higher = stronger inhibition) at 10 µM;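 active = ratio plate-corrected score three or more library SD toward inhibition, starting fluorescence score within five deviations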;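 also: score derived from kinetic fluorescence span divided by baseline fluorescence per well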
TRPC4 act = activators of mouse TRPC4 channel, primary screen, Fluo4 calcium, HEK293 TRPC4beta/mu-opioid cells; Fluo4 calcium fluorescence; active compounds read high; 0.49% of 310,000 active; B-score at 10 µM;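 active = B-score above 5 SD of library B-scores, and initial fluorescence ratio not above library mean plus 5 SD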;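 also: positive B-score marks a calcium rise read as TRPC4 activation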
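Assay system – TRPC4beta and mu-opioid receptor HEK293 stable cells · Measured by – Fluo4 fluorescence, kinetic · Schedule – dye loading 45 min room temperature, 110 s kinetic read · Read-out – B-scored integrated calcium fluorescence ratio · Controls – buffer and maximal DAMGO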
hERG rescue = hERG rescue from dofetilide block, primary screen, cell-based, CHO-hERG, FluxOR thallium flux, dofetilide IC70; AID 1511, 2009; Voltage-gated inwardly rectifying potassium channel KCNH2 (Homo sapiens), Q12809; dofetilide IC70 present; 0.51% of 310,000 active; activation (rescue from dofetilide block), less the hit threshold, % at 10 µM;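 active = activation above the mean of controls blocked by dofetilide plus 5 SD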;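 also: thallium influx through hERG after potassium depolarization seen as dye fluorescence rise; in these data hits start at about 4.7%; inactives centre near -7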
Dyrk1A ADPGlo = rat Dyrk1A kinase inhibitors, primary screen, biochemical, single point, plate reader. Dual specificity tyrosine-phosphorylation-regulated kinase 1A (Rattus norvegicus), Q63470. ADP-Glo luminescence, NFATc1 peptide. inhibition, % at 12.5 µM. 0.43% of 310,000 active. AID 504441, 2011; in the data active = inhibition above about 50%;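 also: plate controls were vehicle with enzyme for no effect and no enzyme for full effect; many of its hits are not listed in these tables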
HDAC3 inhib = HDAC3 deacetylase inhibitors, primary screen, biochemical, fluorescence, cell-free homogeneous; recombinant HDAC3, fluorogenic peptide/trypsin coupled; Histone deacetylase 3 (Homo sapiens), O15379; 0.15% of 320,000 active; inhibition, % at 8.3 µM; in the data active = inhibition above about 26%, passing the limit was not always enough
TRPC4 PAM = positive allosteric modulators of TRPC4, primary screen, cell-based, mouse TRPC4beta, HEK293 mu-opioid, Fluo-4 calcium; Short transient receptor potential channel 4 (Mus musculus), Q9QUQ5; DAMGO EC20, Fluo-4 Ca2+ flux; active compounds read high; B-score at 10 µM; 0.42% of 310,000 active; AID 2227, 2009;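 active = B-score of calcium response area above 5 SD of library B-scores, with initial fluorescence ratio within 5 SD of library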;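 also: B-score of integrated fluorescence ratio over time as area under calcium response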
Active calls of the source: *; i = inactive; . = not tested or not shown. These rows are one share of the data (hit frequency here may not be typical).

SMILES	ANO1 activ	KCNK9 inh	KCNQ1 block	KCNQ1 act	KCNK3 block	TMEM16A inh	TRPC4 act	hERG rescue	Dyrk1A ADPGlo	HDAC3 inhib	TRPC4 PAM
COc1ccc(NC(=O)COC(=O)CCCOc2ccc(Cl)cc2Cl)cc1Cl	i	i	i	i	i	i	i	-8	3	0	i
COc1cccc(NC(=S)NCCN2CCOCC2)c1	i	i	i	12*	i	i	i	-12	-1	-2	i
O=C1NCC2=C1C(c1ccc(Br)cc1)Nc1ccccc1N2 (stereo not given)	i	i	i	i	i	i	i	-10	-7	9	i
COc1ccc(-c2nnc(CSc3nc4ccccc4c(=O)n3CC3CCCO3)o2)cc1OC (stereo not given)	i	i	i	i	i	i	i	-9	-6	-7	i
CCC(C)(CN(C)C)OC(=O)c1ccccc1 (stereo not given)	i	.	.	.	i	i	.	.	-5	-6	.
CCCN(CCC)S(=O)(=O)c1ccc(C(=O)Nc2cc3oc4ccccc4c3cc2OC)cc1	i	i	i	i	i	i	i	-8	-1	0	i
Cc1cc(C)nc(NC(=O)c2ccc(C)c(C)c2)n1	i	i	i	i	i	i	i	-11	2	7	i
COc1ccc(C(=O)Nc2c(N)nc[nH]c2=O)cc1	i	i	i	i	i	i	i	-5	0	-4	i
NC(=O)N/N=C/c1cccc(C(F)(F)F)c1	i	i	i	i	i	i	i	-13	17	-1	i
O=C(c1cccnc1)C1CCCN(Cc2nc(Cc3ccccc3F)no2)C1 (stereo not given)	i	i	i	i	i	i	i	-7	-1	-3	i
O=C(Nc1ccccn1)c1ccc(=O)[nH]n1	i	i	i	i	i	i	i	-4	-1	-1	i
Cc1ccccc1CNC(=O)CN(c1ccccc1Cl)S(C)(=O)=O	i	i	i	i	i	i	i	-4	-4	-6	i
O=C(Nc1ncccn1)C1=C(O)c2ccccc2S(=O)(=O)N1Cc1ccccc1	i	i	i	i	i	i	i	-6	-2	-2	i
CC1=NN(Cc2ccccc2)C(=O)C1C(c1ccc(Cl)cc1)C(C#N)C#N (stereo not given)	i	i	i	i	i	i	i	-14	-2	2	i
CC(C)c1ccc(NC(=O)C2C3C=CC4(CN(Cc5cccnc5)C(=O)C24)O3)cc1 (stereo not given)	i	i	i	i	i	i	i	-7	5	4	i
COc1ccc(C(=O)Cn2cc[n+](C)c2)cc1	i	i	i	i	i	i	i	-1	10	11	i
COc1ccc(CC(=O)Nc2c3c(nn2-c2cccc(C)c2C)CS(=O)C3)cc1OC (stereo not given)	i	i	i	i	i	i	i	0	-2	2	i
Cn1c(=O)c2c(nc(SCCN3CCOCC3)n2Cc2ccccc2Cl)n(C)c1=O	i	i	i	i	i	i	i	-10	-2	1	i
COCCN(Cc1cc2cc3c(cc2nc1Cl)OCO3)C(C)=O	i	i	i	i	i	i	i	-1	4	1	i
CCCOc1c(Br)cc(C2C3=C(CCCC3=O)N(CC)C3=C2C(=O)CCC3)cc1OC	i	-8.5*	i	i	i	i	i	-9	-6	-3	i
COc1ccc(CC2(CO)CCN(Cc3ccc4c(c3)CCO4)CC2)cc1	i	i	i	i	i	i	i	-11	1	-1	i
O=C(c1c(F)cccc1F)N1CCN(c2cccc(C(F)(F)F)c2)CC1	i	i	i	i	i	i	i	-9	14	-1	i
Oc1c(Cl)cc(Cl)cc1/C=N/c1ncn[nH]1	i	i	i	9*	i	i	i	15*	-3	-1	i
COc1ccc(-c2nnc3ccc(SCC(=O)NCc4ccco4)nn23)cc1	i	i	i	i	i	i	i	-11	3	2	i
CSc1ccccc1OCc1cc(C(=O)NCCN2CCCC(O)C2)no1 (stereo not given)	i	i	i	i	i	i	i	-4	7	-1	i
COc1cc(/C=N/OCC(=O)NC2CCS(=O)(=O)C2)ccc1OC(F)F (stereo not given)	i	i	i	i	i	i	i	-12	-1	0	i
O=C(CSc1nnc(CNC(=O)c2ccco2)o1)Nc1ccc(F)cc1F	i	i	i	i	i	i	i	-8	-1	7	i
CSCC(CO)NS(=O)(=O)c1ccc(C)cc1 (stereo not given)	i	i	i	i	i	i	i	-7	-10	-3	i
COc1ccc(OC)c(C(=O)c2ccccn2)c1	i	i	i	i	i	i	i	-12	11	-3	i
Cc1ccccc1NC(=O)/C(=C\c1cccs1)NC(=O)c1ccccc1	i	i	i	i	i	i	i	-10	11	0	i
CC(C)c1ccc(NC(=O)CCNC(=O)Cn2ccc3ccccc3c2=O)cc1	i	i	i	i	i	i	i	-9	-6	-4	i
CCOC(=O)Cc1c(C)c2ccc(N(CC)CC)cc2oc1=O	i	i	i	i	i	i	i	-13	-1	-7	i
COC(=O)/C(=C/c1cn(C)c2ccccc12)[N+](=O)[O-]	.	i	i	i	.	.	i	-16	.	.	i
CS(=O)(=O)N(CC(=O)N1CCCC1)c1cc(Cl)ccc1Cl	i	i	i	i	i	i	i	-7	-1	-1	i
CCC(=O)N1c2ccc(S(=O)(=O)N3CCN(C)CC3)cc2CC1C (stereo not given)	i	i	i	i	i	i	i	-11	-4	-1	i
CCC(C)[C@H](NC(=O)N1CC(=O)Nc2ccccc21)C(=O)N1CCC(C(=O)O)CC1 (stereo not given in full)	i	i	i	i	i	i	i	-9	-3	-2	i
Cc1cc(C2(c3ccc(O)c(C)c3)C(=O)Nc3ccccc32)ccc1O	i	i	7*	i	i	100*	i	-6	-6	21	i
CN(C)C(=O)CSc1nnc(-c2ccc(F)cc2)c2ccccc12	i	i	i	i	i	i	i	-8	0	-2	i
Cn1cc(CCC(=O)N2CCCC(CCC(=O)NCc3ccc(F)c(F)c3)C2)cn1 (stereo not given)	i	i	i	i	i	i	i	-7	1	-1	i
Cc1ccc(CNC(=O)CS(=O)(=O)c2ccccc2)cc1	i	i	i	i	i	i	i	-1	2	-1	i

Looked up above:
Cc1cc(C)nc(NC(=O)c2ccc(C)c(C)c2)n1 in HDAC3 inhib reads 7
CC(C)c1ccc(NC(=O)C2C3C=CC4(CN(Cc5cccnc5)C(=O)C24)O3)cc1 (stereo not given) in Dyrk1A ADPGlo reads 5

New compounds follow.
SMILES	ANO1 activ	KCNK9 inh	KCNQ1 block	KCNQ1 act	KCNK3 block	TMEM16A inh	TRPC4 act	hERG rescue	Dyrk1A ADPGlo	HDAC3 inhib	TRPC4 PAM
Cc1c(NC(=O)CSc2nnc(-c3cccc(Cl)c3)o2)c(=O)n(-c2ccccc2)n1C	i	i	i	i	i	i	i	-5	-5	1	i
Cc1cc(Cl)ccc1OCCn1cncn1	i	i	i	i	i	i	i	-4	-48	-1	i
CCN(CCCC(=O)c1ccc(F)cc1)CCc1ccccc1	i	i	i	i	i	i	i	-10	-4	-3	i
COc1ccc([N+](=O)[O-])cc1NS(=O)(=O)c1cc(C(=O)O)ccc1OC	i	i	i	i	i	i	i	-7	-2	4	i
COc1ccc(C2N(C(=O)CN3CCCC3)CCCN2S(=O)(=O)c2ccccc2)cc1 (stereo not given)	i	i	i	i	i	i	i	-9	4	0	i
O=C1CC(c2ccccc2)c2c(O)cc(O)cc2O1 (stereo not given)	i	i	i	i	i	i	i	-2	8	-1	i
CCOC(=O)Nc1nc2ccccc2s1	i	i	i	i	i	i	i	-9	8	-3	i
CCc1nnc(NC(=O)CCC(=O)NCc2ccccc2Cl)s1	i	i	i	i	i	i	i	-3	-1	1	i
CN(C)S(=O)(=O)c1ccc2c(c1)/C(=C/c1cc3c([nH]1)CCCC3)C(=O)N2	i	.	.	.	i	i	.	.	-7	7	.
Cc1ncc([N+](=O)[O-])n1CCN1C(=O)c2ccccc2C1=O	i	i	i	i	i	i	i	-3	1	0	i
Cc1cc(=O)n2[nH]c(-c3ccc(Cl)cc3)cc2n1	i	i	i	i	i	i	i	-5	6	-16	i
COc1ccc(NC(=S)Nc2cccnc2)c(OC)c1	i	i	i	i	i	i	i	-13	-4	7	i
COc1cc(Cl)c(C)cc1NC(=O)COC(=O)c1cc(SC)ccc1Cl	i	i	i	i	i	i	i	-9	4	-7	i
Cc1cc(C(=O)N/N=C(\CCC(=O)O)c2cccs2)c2ccccc2n1	i	i	i	i	i	i	i	-21	-1	-3	i
CC(NC(=O)c1cccnc1)C(c1cccs1)N1CCOCC1 (stereo not given)	i	i	i	i	i	i	i	-3	-5	-4	i
COc1ccc2oc(C(=O)OC(C)C(=O)NCc3ccccc3)c(C)c2c1 (stereo not given)	i	i	i	i	i	i	i	-10	16	-2	i
CN(Cc1nc2ccc(F)cc2[nH]1)C(=O)C1CCC(=O)N(C2CC2)C1 (stereo not given)	i	i	i	i	i	i	i	-2	3	3	i
COC1CCN(Cc2cn(Cc3ccccc3)nc2-c2cc3ccccc3o2)CC1	i	i	i	i	i	i	i	-19	-3	.	i
Cc1nn(CC(=O)Nc2c(F)cc(F)cc2Br)c(=O)c2cccn12	i	i	i	i	i	i	i	-6	-4	0	i
Cc1c(CCOC(=O)c2cc([N+](=O)[O-])cc([N+](=O)[O-])c2)sc[n+]1CC(=O)c1ccccc1	i	i	i	i	i	i	i	-2	-3	4	i
Cn1ncc(Cl)c1C(=O)NCc1ccc(Cl)cc1	i	i	i	i	i	i	i	-8	1	-1	i
CCCn1c(-c2ccccc2)cc(SC)c(C#N)c1=O	i	i	i	i	i	i	i	-4	6	1	i
CCOC(=O)C1=C(CS(=O)(=O)c2ccc(C)cc2)NC(=O)NC1c1cc(OC)c(O)c(OC)c1 (stereo not given)	i	i	i	i	i	i	i	-7	3	4	i
Cc1nonc1OCCNc1ccc([N+](=O)[O-])cc1	i	i	i	i	i	i	i	4	0	3	i
O=C(Nc1ncc([N+](=O)[O-])s1)C1CC(=O)N(c2ccc(F)cc2)C1 (stereo not given)	i	i	i	i	i	i	i	-12	-1	6	i
